Screens: PubChem BioAssay, several laboratories
PfHsp40 rescue: rescue of yeast from PfHsp40 toxicity, primary screen, S. cerevisiae, ATP luminescence | growth rescue, % at 12.5 µM | S. cerevisiae expressing PfHsp40, growth rescue | actives 0.68% (n = 340,000); in the data active = growth rescue above about 28%, passing the limit was not always enough; inconclusive = no clear call, values can overlap the other calls;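 also: yeast W303a lacking pdr1 and pdr3 grown in galactose medium; growth measured after three days at 30 °C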
TcdB GH inh: TcdB glycohydrolase inhibitors, primary screen, biochemical, single point, plate reader; TcdB glycohydrolase enzymatic assay; inhibition, % at 9.99 µM; actives 0.24% (n = 350,000); AID 652162, 2013; in the data active = inhibition above about 10%
Target sequence (P18177 whole entry, looked up): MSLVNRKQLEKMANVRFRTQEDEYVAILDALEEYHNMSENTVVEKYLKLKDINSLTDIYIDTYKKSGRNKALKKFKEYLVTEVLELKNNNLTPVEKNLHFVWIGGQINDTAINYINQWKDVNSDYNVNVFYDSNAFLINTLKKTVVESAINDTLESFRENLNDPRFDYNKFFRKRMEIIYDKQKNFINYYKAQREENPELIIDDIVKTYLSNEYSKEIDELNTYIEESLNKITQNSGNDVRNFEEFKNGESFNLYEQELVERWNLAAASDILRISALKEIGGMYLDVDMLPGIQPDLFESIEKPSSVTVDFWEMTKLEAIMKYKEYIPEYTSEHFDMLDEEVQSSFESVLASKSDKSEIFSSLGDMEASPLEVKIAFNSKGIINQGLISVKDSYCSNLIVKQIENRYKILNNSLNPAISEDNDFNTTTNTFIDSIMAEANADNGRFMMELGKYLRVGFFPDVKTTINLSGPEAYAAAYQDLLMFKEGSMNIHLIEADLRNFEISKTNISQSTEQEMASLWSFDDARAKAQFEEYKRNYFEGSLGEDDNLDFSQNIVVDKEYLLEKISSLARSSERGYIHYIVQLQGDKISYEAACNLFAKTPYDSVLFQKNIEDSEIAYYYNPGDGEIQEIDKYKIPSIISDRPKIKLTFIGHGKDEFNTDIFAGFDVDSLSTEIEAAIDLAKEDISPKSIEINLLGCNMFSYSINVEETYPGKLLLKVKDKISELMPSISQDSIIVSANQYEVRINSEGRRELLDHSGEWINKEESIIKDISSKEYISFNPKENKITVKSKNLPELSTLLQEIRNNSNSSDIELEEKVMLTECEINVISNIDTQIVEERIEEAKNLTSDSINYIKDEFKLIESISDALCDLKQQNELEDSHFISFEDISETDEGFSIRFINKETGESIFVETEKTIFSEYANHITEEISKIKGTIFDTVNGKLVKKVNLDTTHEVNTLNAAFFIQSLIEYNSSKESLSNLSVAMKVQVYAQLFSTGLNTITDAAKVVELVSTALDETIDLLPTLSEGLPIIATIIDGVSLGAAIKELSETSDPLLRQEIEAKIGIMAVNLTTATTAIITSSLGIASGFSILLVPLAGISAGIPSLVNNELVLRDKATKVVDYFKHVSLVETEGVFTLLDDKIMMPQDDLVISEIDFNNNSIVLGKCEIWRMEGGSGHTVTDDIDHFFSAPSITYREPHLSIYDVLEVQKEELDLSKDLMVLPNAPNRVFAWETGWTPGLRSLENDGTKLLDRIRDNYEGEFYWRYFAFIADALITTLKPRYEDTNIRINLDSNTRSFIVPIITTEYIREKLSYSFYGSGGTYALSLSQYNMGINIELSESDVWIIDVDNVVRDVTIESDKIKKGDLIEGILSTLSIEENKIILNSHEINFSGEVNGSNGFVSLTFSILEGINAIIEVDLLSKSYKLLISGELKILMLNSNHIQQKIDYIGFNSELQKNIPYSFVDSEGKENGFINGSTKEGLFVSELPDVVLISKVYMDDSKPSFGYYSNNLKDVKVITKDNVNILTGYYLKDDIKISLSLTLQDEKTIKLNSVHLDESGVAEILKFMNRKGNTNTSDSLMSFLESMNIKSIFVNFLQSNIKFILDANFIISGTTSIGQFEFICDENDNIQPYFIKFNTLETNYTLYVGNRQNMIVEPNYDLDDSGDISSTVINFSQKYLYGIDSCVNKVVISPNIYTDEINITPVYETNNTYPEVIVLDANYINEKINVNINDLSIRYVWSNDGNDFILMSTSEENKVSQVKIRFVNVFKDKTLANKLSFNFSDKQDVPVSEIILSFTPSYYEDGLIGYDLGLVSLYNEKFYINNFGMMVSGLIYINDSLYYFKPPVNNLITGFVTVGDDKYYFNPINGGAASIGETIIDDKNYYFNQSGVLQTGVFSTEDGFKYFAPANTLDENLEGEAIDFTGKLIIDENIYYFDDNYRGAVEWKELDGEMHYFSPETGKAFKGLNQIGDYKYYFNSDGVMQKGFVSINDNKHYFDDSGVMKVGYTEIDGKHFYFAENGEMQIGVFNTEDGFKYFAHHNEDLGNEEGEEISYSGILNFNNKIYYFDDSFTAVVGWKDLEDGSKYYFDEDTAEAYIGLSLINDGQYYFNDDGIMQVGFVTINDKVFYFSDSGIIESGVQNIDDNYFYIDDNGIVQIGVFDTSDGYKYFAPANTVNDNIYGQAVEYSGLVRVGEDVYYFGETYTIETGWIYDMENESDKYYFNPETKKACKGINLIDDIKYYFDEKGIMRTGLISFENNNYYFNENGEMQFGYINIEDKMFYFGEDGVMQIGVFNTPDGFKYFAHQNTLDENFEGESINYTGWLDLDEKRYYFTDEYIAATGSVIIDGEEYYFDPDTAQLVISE
Anthrax LF prot: Bacillus anthracis LF protease inhibitors, primary screen, biochemical, multiplex microsphere, MLPCN library | Lethal factor (Bacillus anthracis), P15917 | actives 0.12% (n = 360,000) | multiplex microsphere protease cleavage assay | inhibition, % at 10 µM; also: plate controls were buffer without enzyme for full effect and enzyme alone for no effect
CCHF vOTU inh: CCHFV vOTU protease inhibitors, primary screen, biochemical, Pep-AMC substrate, fluorescence; Crimean-Congo hemorrhagic fever virus L polyprotein viral ovarian tumor (vOTU) protease …; inhibition, % at 11.5 µM; actives 0.55% (n = 370,000); AID 651958, 2012; in the data active = inhibition above about 30%; also: 0% = vehicle wells with enzyme and 100% = no enzyme wells
FadD28 FP inh: inhibitors of FadD28 bisubstrate probe binding, primary screen, biochemical, fluorescence polarization, single point; Mycobacterium tuberculosis FadD28 fatty-acid-AMP ligase; inhibition, % at 12.5 µM; actives 0.22% (n = 360,000); AID 588549, 2011; in the data active = inhibition above about 8.5%, passing the limit was not always enough; inconclusive = no clear call, values can overlap the other calls
Y pestis TopoI: Yersinia pestis topoisomerase I inhibitors, primary screen, biochemical, cleavage product accumulation, plate reader, single point; DNA topoisomerase I (Yersinia pestis CO92); Y. pestis Topo-I cleavage product accumulation; activity, % at 10 µM; actives 0.064% (n = 360,000); in the data active = activity above about 50%, passing the limit was not always enough; inconclusive = no clear call, values can overlap the other calls; also: inactives centre near 2
PrPC surface inh: inhibitors of human cell surface prion protein PrPC, primary screen, cell-based, TR-FRET; Major prion protein (Homo sapiens), P04156; TR-FRET read-out; inhibition, % at 13.8 µM; AID 720596, 2013; actives 0.43% (n = 370,000); in the data active = inhibition above about 24%; also: 0% = median of the test wells and 100% = reference compound wells
BoNT-A LC inh2: BoNT/A light chain protease inhibitors, primary screen, biochemical, flow cytometry, MLPCN library; actives 0.17% (n = 360,000); multiplex microsphere protease substrate cleavage; AID 588499, 2011; inhibition, % at 10 µM; Botulinum neurotoxin type A light chain protease (Clostridium botulinum A str. ATCC 3502); also: plate controls were buffer without enzyme for full effect and enzyme alone for no effect
BoNT-F LC inh: BoNT/F light chain protease inhibitors, primary screen, biochemical, flow cytometry, MLPCN library; actives 0.22% (n = 360,000); inhibition, % at 10 µM; AID 588497, 2011; Multiplex microsphere protease cleavage assay; in the data active = inhibition above about 35%, passing the limit was not always enough; inconclusive = no clear call, values can overlap the other calls; also: plate controls were buffer without enzyme for full effect and enzyme alone for no effect
Active calls of the source: *; u = inconclusive; x = not tested or not shown; & = joins results of further samples. Rule as the data show it, unless noted: active = inhibition above about 30%; inconclusive = no clear call, values can overlap the other calls; inactive = below that.

Each structure is followed by: PfHsp40 rescue, TcdB GH inh, Anthrax LF prot, CCHF vOTU inh, FadD28 FP inh, Y pestis TopoI, PrPC surface inh, BoNT-A LC inh2, BoNT-F LC inh
COCc1[nH][nH]c(=O)c1C=NCC(=O)OC
→ -1.3, 1.9, -1, -11, -4.2, 5, -4, -0.7, -1
O=C(Nc1ccncc1)OCc1ccccc1
→ 0.1, 0.2, 7, -4, 1.1, -2, 0, -2.0, -2
Cc1ccsc1/C=N/NC(=O)CNC(=O)c1ccc(S(=O)(=O)N2CCOCC2)cc1
→ 0.8, 1.3, 1, -2, 0.3, -7, -6, -0.6, -6
Cc1cccc(Nc2nc(CC(=O)O)cs2)c1
→ -1.2, 1.6, -3, 4, 0.7, -2, 0, -1.1, -5
Cc1ccc(-c2cc3nc(-c4ccccc4)cc(N)n3n2)cc1
→ -0.2, x, -2, -2, 0.6, -2, 0, -3.8, -49
COc1ccc(NC(=S)NC(NC(C)=O)C(Cl)(Cl)Cl)c([N+](=O)[O-])c1 (stereo not given)
→ -0.5, 0.3, -1, -11, -3.9, -6, -21, 0.5, -2
Cc1cn([C@H]2C[C@H](O)[C@@H](CNC(=O)[C@H](N)C3CC3)O2)c(=O)[nH]c1=O
→ x, 1.1, -4, -3, -4.4, -3, 1, -0.3, 0
CC(=O)NN1C(=O)c2ccc3c4c(ccc(c24)C1=O)C(=O)N(NC(C)=O)C3=O
→ 0.0, 0.4, x, 9, 1.4, 3, -42, x, x
Cc1ccc(C2C(C#N)=C(N)SC(N)=C2C#N)cc1
→ 3.3, x, 7, 3, -4.6, -10, 91*, 12, 9
CC(=O)c1cc(CC(=O)N2CCc3c([nH]c4ccccc34)C2c2ccccn2)cs1 (stereo not given)
→ 0.6, 0.5, -6, -3, 0.8, 7, -2, -0.3, 1
OC1CCCN(c2ncnc3c2nnn3Cc2c(F)cccc2Cl)C1 (stereo not given)
→ 0.7, -0.2, -6, -9, -3.1, -10, 4, -0.7, -10
Cc1cc(C)n(-c2ccc(C(=O)OCC(=O)c3ccc(Br)s3)cc2)n1
→ -1.1, x, -1, 1, -2.8, 20, 12, 0.6, -1
O=C(CSc1nnc2c(n1)[nH]c1ccc(F)cc12)OCc1ccccc1
→ -0.6, x, -1, -6, -4.8, -2, 4, 0.1, 2
CC(=O)NC(c1ccccc1)c1nc2ccccc2[nH]1 (stereo not given)
→ 0.9, x, -1, -4, 0.8, 3, 6, 0.1, -2
Cc1ccc(S(=O)(=O)N2CCN(C(=O)CCn3nc(C)c(C)c3C)CC2)cc1
→ -0.2, 1.0, -2, 10, 0.3, 6, 1, 1.6, -5
COc1ccc(NC(=O)CN(C)C(=O)Cc2c[nH]c3ccccc23)cc1
→ -0.8, 0.6, -2, 3, -2.6, -1, 0, 0.2, -2
CCCCNC(=O)C1CCN(C(=O)C2CCN(S(=O)(=O)c3ccc(C)cc3)CC2)CC1
→ 1.0, 0.2, -1, -1, -2.9, 10, -4, -1.5, -1
O=C(NCC1CCCO1)c1cc(S(=O)(=O)N2CCOCC2)ccc1Cl (stereo not given)
→ 0.2, 1.3, 1, 1, -0.9, -6, -3, 0.7, -3
CCCCC(NC(=O)c1cccc(Br)c1)C(=O)O (stereo not given)
→ 0.9, -3.7, -3, 5, 0.2, 1, 6, -0.7, -1
c1cncc(-c2nnc3n2C2(CCCCC2)Cc2ccccc2-3)c1
→ 0.5, x, 1, -12, -3.1, 7, 2, 0.0, -6
O=Cc1cccn1-c1cccc([N+](=O)[O-])c1
→ -0.2, 1.0, -12, -14, 0.6, 3, -22, -0.6, 2
O=C(COc1cc(Cl)c(Cl)cc1Cl)NCCN1CCOCC1
→ -0.9, x, -9, -8, -0.2, -7, 3, 0.5, -13
Cc1ncoc1C(=O)NCc1ccccc1Cl
→ -0.9, 1.4, -3, x, 2.2, -6, x, 0.1, 7
Cn1ncc2nnn(-c3ccccc3)c(=O)c21
→ 1.3, x, 0, 8, -2.6, 2, 2, -0.4, u
CCCn1c(SCC(=O)N(CC)CC)nnc1-c1ccncc1
→ -0.6, -0.8, -6, 10, -0.7, -2, 10, -0.3, 2
COCCNC(=S)N1CCCC(CO)C1 (stereo not given)
→ -1.1, 4.3, 10, -3, -3.2, -6, 2, 0.1, 0
O=C(Nc1nc(-c2ccccc2)cs1)C1CCCN(S(=O)(=O)c2ccccc2)C1 (stereo not given)
→ 8.0, x, -5, 7, -4.2, 9, 14, 0.0, -10
CC(C)CN1CCC(C(=O)NC(c2ccc(F)cc2)c2ccc3ccccc3n2)CC1 (stereo not given)
→ x, 0.8, 1, 19, -4.7, -7, 5, 0.3, -6
COc1cccc(CN2CCC(C(=O)NC(C)c3cccc4ccccc34)CC2)c1 (stereo not given)
→ x, 0.3, -9, 4, -3.2, 7, -9, -0.4, -12
Cc1nn(Cc2ccccc2)c(Cl)c1C(=O)OC(C)C(=O)Nc1ccc(F)cc1Cl (stereo not given)
→ 0.0, 0.7, -4, 4, -3.4, 11, -4, -0.2, -5
CCC(Oc1ccccc1)C(=O)N(Cc1ccccc1)c1ccccn1 (stereo not given)
→ -0.7, x, -1, 16, -2.8, 12, 10, -0.1, 8
CCOc1ccccc1OCC(=O)Nc1cccc(S(=O)(=O)NC2=NCCCCC2)c1
→ 2.9, -1.9, 1, -4, -1.5, 12, -3, 0.1, 2
Cc1cccc(C)c1NC(=O)c1nc(S(=O)(=O)Cc2ccccc2)ncc1Cl
→ 98*, 1.1, 2, 5, -3.1, 11, 3, 3.2, 6
Cc1ccnc(NS(=O)(=O)c2ccc(NC(=O)c3ccc(Br)o3)cc2)n1
→ -0.3, x, 0, -5, -1.1, 5, -6, -0.3, -8
Cc1cc(-c2nc3cccnc3s2)ccc1NS(=O)(=O)c1cccs1
→ 0.2, 1.8, -4, -285, 0.4, 5, 8, 0.3, 0
COC(=O)Cc1ccc(OC2(C)CCN(Cc3ccccc3OC(F)F)C2)cc1 (stereo not given)
→ x, 0.4, -8, -3, 0.4, 32, 0, -0.7, -11
Cc1ccc(OCc2nnc(SCc3cc(=O)[nH]c4ccccc34)o2)cc1
→ 0.0, x, -5, 1, 1.1, 29, 4, -0.8, -8
CC(C)=C(NC(=O)c1ccco1)C(=O)NCCc1nc2ccccc2[nH]1
→ 1.0, x, 5, 1, -1.9, 0, 0, -0.6, -8
CN(CC(=O)Nc1cccc(F)c1)C(=O)CN1C(=O)C2CC=CCC2C1=O (stereo not given)
→ -0.2, 2.0, u, -4, -1.8, 39, 2, u, u
Cc1cccc(NC(=O)CN2CCN(C(=O)CNC(=O)Cc3cccc4ccccc34)CC2)c1C
→ 0.7, -1.1, -2, 8, -2.1, 22, -2, -1.2, 0
CSC1=NC=C(C#N)C2=NC(c3c(Cl)cccc3Cl)NN12 (stereo not given)
→ x, x, -6, x, 0.0, x, x, -0.6, -2
CCOc1cc(CNCCc2c[nH]c3ccccc23)cc(Cl)c1OC
→ 0.3, x, -10, -10, -0.6, -11, -10, -1.7, -14
COc1ccc(NC(=O)Nc2cccc3c2O[C@H](CN(C)S(C)(=O)=O)[C@@H](C)CN([C@H](C)CO)C3=O)cc1
→ -0.6, -0.4&1.0, -1, -4, 0.7, 2, 3, -0.7, -15
CC(=O)Nc1ccc(-c2ccnc3c2CC(C(=O)NCC2CCOCC2)O3)cc1 (stereo not given)
→ x, 0.3, -2, 4, -3.5, -4, -4, -0.3, -6
COCCNC(=O)c1cc2oc3ccccc3c2n1C
→ 0.4, x, -12, -5, 0.3, -1, -3, -0.6, -8
CC1(C)COC(/C=C/c2ccc([N+](=O)[O-])cc2)=N1
→ -0.8, x, 0, 8, -3.6, 2, -8, 0.5, -4
O=C(Nc1ccccc1N1CCCCC1)C1CC(=O)N(c2ccccc2F)C1 (stereo not given)
→ 1.1, 0.8, -2, 4, 0.7, 24, 5, 2.3, -13
Cc1cccc(NC(=O)CN(CC2CCCO2)C(=O)c2ccc(S(C)(=O)=O)cc2)c1C (stereo not given)
→ -0.8, 1.7, 2, 22, -4.7, 3, -7, 3.4, 3
CCOC(=O)CN1CCC(C2(c3cc4ccccc4[nH]3)OCCO2)CC1
→ x, 0.3, 4, 1, -1.8, 1, -4, -0.4, 0
COc1ccc(-c2nc(NC(=O)c3n[nH]c(=O)c4ccccc34)sc2C)cc1
→ -0.9, 4.0, 0, -10, -1.2, 0, -1, 0.8, -5
CC(=O)Nc1cccc(NC(=O)c2ccco2)c1
→ -1.3, x, -1, -1, -1.5, 4, -8, 2.4, 14
Cc1cc(NC(=O)C(C)SCC(=O)Nc2ccc(SC(F)F)cc2)no1 (stereo not given)
→ 1.7, -0.1, -3, -8, -0.4, 9, 3, -1.2, 0
CCOC(=O)NC1CCS(=O)(=O)C1 (stereo not given)
→ -0.7, x, 4, -6, -1.2, -5, 1, 0.7, -16
O=C(N/N=C/c1ccccc1)c1ccc(OCc2ccccc2)cc1
→ -1.7, 0.1, -2, 8, 0.1, 19, 3, -1.1, -5
CC1(C)Cc2c(sc3ncnc(N)c23)CO1
→ -0.6, x, -8, 3, -3.1, 4, -2, 4.1, 6
CCN(CC)CCN1C(=O)C(=O)/C(=C(/O)c2ccncc2)C1c1ccccc1F (stereo not given)
→ -0.4, x, -2, 10, -2.8, 0, -6, 2.0, 17
N/C(=N\OC(=O)c1cc([N+](=O)[O-])ccc1Cl)c1cccnc1
→ -1.4, 0.9, 9, -1, -4.4, -5, 2, 0.9, u
COC(=O)c1c(NC(=O)c2ccco2)sc2c1CC(C)(C)NC2(C)C
→ -2.4, 0.7, 1, 16, -3.9, -12, -3, 0.6, -4
COC(=O)c1cc(CSc2nc3ccccc3[nH]2)oc1C
→ -1.1, x, -2, 17, -1.0, -4, 13, -0.3, -2
Cc1cccc(CSc2nnc(CCCCCNC(=O)OC(C)(C)C)o2)c1
→ 4.0, -0.1, 25, 4, -3.6, 12, 4, 0.9, u

Continuation.
Each structure is followed by: PfHsp40 rescue, TcdB GH inh, Anthrax LF prot, CCHF vOTU inh, FadD28 FP inh, Y pestis TopoI, PrPC surface inh, BoNT-A LC inh2, BoNT-F LC inh
O=C(Cn1nc2n(c1=O)-c1ccccc1SC2)N/N=C/c1cccnc1
→ 1.9, 0.2, -10, 10, 0.3, 5, 1, u, u
COc1ccc(-c2noc(CNC(=O)C(C)Oc3ccccc3)n2)cc1 (stereo not given)
→ 2.6, -1.6, 2, 16, -2.5, 6, 0, -1.2, 7
CCOC(=O)C1CCN(c2ccccc2CN2CCN(c3ccccc3OCC)CC2)CC1
→ 0.4, -0.8, -16, x, -3.1, 20, x, -1.8, -6
O=c1[nH][nH]c2c(N=Cc3ccccc3O)ccc(F)c12
→ -1.3, -0.7, -14, x, 16*, -24, x, -8.1, -31
O=C1CSC(c2ccco2)N1 (stereo not given)
→ 1.1, x, -1, 2, 2.6, -3, 5, -0.3, -2
Cc1ccccc1N1CCN(C(=O)c2ccccc2NC(=O)C2CC=CCC2C(=O)O)CC1 (stereo not given)
→ 1.2, x, -1, 17, -0.5, 6, 8, 0.2, -7
CC(C)Oc1cccc(NC(=O)c2cnccc2C(F)(F)F)c1
→ -0.2, 0.7, 2, 8, -2.0, -1, -3, -0.3, 1

Single records, as listed above. Screens in order: PfHsp40 rescue	TcdB GH inh	Anthrax LF prot	CCHF vOTU inh	FadD28 FP inh	Y pestis TopoI	PrPC surface inh	BoNT-A LC inh2	BoNT-F LC inh
Shown for COc1ccc(-c2noc(CNC(=O)C(C)Oc3ccccc3)n2)cc1 (stereo not given) = 2.6	-1.6	2	16	-2.5	6	0	-1.2	7
Shown for O=c1[nH][nH]c2c(N=Cc3ccccc3O)ccc(F)c12 = -1.3	-0.7	-14	x	16*	-24	x	-8.1	-31
Shown for O=C1CSC(c2ccco2)N1 (stereo not given) = 1.1	x	-1	2	2.6	-3	5	-0.3	-2
